Screening data as filed in PubChem.
Myeloid diff 2: myeloid differentiation induction; ER-HoxA9 myeloid progenitors, lysozyme-GFP differentiation, flow cytometry; calls only at 10 µM; actives 1% (n = 360,000); AID 624256;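 active = normalized GFP-positive differentiation at or above the plate's own cutoff, the solvent-only control mean plus 3 SD; inconclusive = no clear call, values can overlap the other calls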;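 also: cells exposed to compound for four days before flow analysis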
NTR1 ag: NTR1-driven beta-arrestin-GFP spot formation – imaging, U2OS cells, high content, primary screen (AID 493036). agonist mode. P30989. actives 0.17% (n = 330,000). activation, % at 20 µM;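 active = activation at or above 40% of the spot to cytoplasm intensity ratio, with at least 20 cells analyzed; inconclusive = wells under 20 cells, flagged as cytotoxic or low count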;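 also: 0% = DMSO without peptide and 100% = 100 nM NTR1 peptide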
Target sequence (P30989 whole entry, looked up): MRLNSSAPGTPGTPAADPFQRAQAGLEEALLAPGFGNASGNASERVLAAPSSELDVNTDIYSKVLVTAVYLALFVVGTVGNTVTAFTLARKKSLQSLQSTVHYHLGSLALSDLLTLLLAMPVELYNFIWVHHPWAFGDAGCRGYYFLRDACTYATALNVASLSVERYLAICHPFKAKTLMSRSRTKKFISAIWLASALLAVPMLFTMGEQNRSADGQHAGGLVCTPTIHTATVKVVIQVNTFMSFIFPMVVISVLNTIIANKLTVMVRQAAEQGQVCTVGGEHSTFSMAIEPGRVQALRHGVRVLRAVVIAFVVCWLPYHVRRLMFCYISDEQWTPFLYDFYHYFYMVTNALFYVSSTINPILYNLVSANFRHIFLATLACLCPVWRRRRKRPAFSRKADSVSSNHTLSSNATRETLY
PhoP inhibition: inhibitors of PhoP regulon expression, primary screen, Salmonella Typhimurium, GFP reporter (AID 1863). one-dose inhibition, % at 50 µM; IC50 in µM for titrated hits. actives 0.16% (n = 300,000). S. Typhimurium PhoP-regulated promoter GFP reporter, 4 h; higher % means a stronger effect;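 active = inhibition over 29.93%, a cutoff 3 SD above the screen mean, later confirmed by dose response; inconclusive = inhibition over 29.93% but no dose response follow-up; inactive = inhibition at most 29.93% or unconfirmed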;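 also: 0% = low Mg2+ inducing control and 100% = high Mg2+ repressing control; strong numbers were not always called active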
T cell HTS: T cell immune modulation candidate | 2C CD8+ T cell-vesicle binding, flow cytometry; active compounds read low | calls only at 7 µM | actives 0.068% (n = 330,000) | AID 2052;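 active = response, share of CD8 T cells binding vesicles, and their 90th percentile fluorescence all below set limits, cut at about 80% in these data, passing the limit was not always enough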
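Read-out – percent CD8+ FL2 mean versus row control · System – murine 2C transgenic CD8+ T lymphocytes · Times – 1.5 h cell–vesicle binding at 37 °C, then 20 min icy labelling · Control set – naked vesicles low, QL9 vesicles with vehicle high · Detection – cytometric PE anti-B7-1 and Alexa647 anti-CD8 signals after 1% paraformaldehyde fixation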
SV40 large T antigen: TAg ATPase/helicase activity blockers – biochemical (AID 1903); SV40 large T antigen ATPase/helicase inhibition assay; higher % means a stronger effect; inhibition, % at 20 µM; hits with a dose series show IC50 in µM; actives 0.39% (n = 310,000); in the data active = a potency from the dose series; inconclusive = inhibition mostly from about 32% at the one dose, without a potency; inactive = the rest, 99 in 100 with inhibition below about 32%; also: strong numbers were not always called active
K1F lysis inhibition: protection from phage-mediated lysis, alamar blue read-out – E. coli UTI89, K1F phage, bacterial capsule biogenesis inhibitors (AID 488966). E. coli UTI89 K1F phage lysis, alamar blue, 2 h; higher % means a stronger effect. one-dose inhibition, % at 100 µM; IC50 in µM for titrated hits. actives 0.02% (n = 340,000);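 active = phage lysis inhibition, versus mean bacterial control, above a set limit; inconclusive = no clear call, values can overlap the other calls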;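 also: capsule biogenesis inhibitors block K1F phage lysis so surviving cells raise fluorescence; higher fluorescence means more inhibition of phage lysis; actives were called in the ten point dose series up to 300 µM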
MgcRacGAP inhibition: MgcRacGAP GTPase-activating activity inhibitors, confirmation, biochemical, ADP Hunter fluorescence. MgcRacGAP-stimulated Rac1 GTP hydrolysis, ADP Hunter fluorescence; higher % means a stronger effect; GST-tagged Rac1 F28L mutant substrate. inhibition, % at 30 µM; hits with a dose series show IC50 in µM. actives 0.6% (n = 340,000);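 active = first-screen hits whose inhibition reached a set limit at any dose in the follow-up dose series; inconclusive = inhibition above the set first-screen limit but never retested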;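 also: fluorescence reports GDP produced by GAP-driven GTP hydrolysis; strong numbers were not always called active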
TNAP activation fold: human TNAP enzyme activators, primary screen, biochemical, luminescent, no phosphate acceptor, uHTS (AID 1001) | actives 0.03% (n = 200,000) | purified TNAP, luminescent activation assay, no phosphate acceptor; higher activation fold means a stronger effect | activation fold at 20 µM, or EC50 in µM where a hit was titrated; in the data active = activation fold from about 3, or a potency from the dose series; inactive = the rest, 99 in 100 with activation fold below about 1.6; also: many of its hits are not listed in these tables
RSV CPE inhibition: inhibition of RSV-induced cytopathic effect – HEp-2 cells, primary 10 µM value included (AID 2391); CPE inhibition, % at 10 µM, or IC50 in µM where a hit was titrated; actives 0.13% (n = 310,000); HEp-2 cells, RSV-induced CPE inhibition; higher % means a stronger effect; in the data active = a potency from the dose series; inconclusive = CPE inhibition mostly from about 23% at the one dose, without a potency; inactive = the rest, 99 in 100 with CPE inhibition below about 21%; also: strong numbers were not always called active
T cell HTS vesicle-bound %: second read-out of T cell HTS, no call of its own (marks repeat the call); double positive events, %; measured here: CD8+ vesicle-bound cell fraction;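 binding gate set so that unloaded-vesicle control wells show 10% double positive cells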
NTR1 ag cell count 20 µM: also measured in NTR1 ag; calls as there; cell count; measured here: cell count, cytotoxicity flag
Myeloid diff 2 GFP+ MAC1+ %: further read-out of Myeloid diff 2, marked with its call; GFP+ MAC1+ double positive, %; measured here: differentiation confirmed by MAC1 staining
* hit, by the source's call; i = inactive; ? = inconclusive; / = no result given; [ ] = remark or other dose. Compounds were not picked by outcome; about 2.3% have a hit in one of these screens.

SMILES | PhoP inhibition | T cell HTS vesicle-bound % | T cell HTS | K1F lysis inhibition | MgcRacGAP inhibition | TNAP activation fold | NTR1 ag cell count 20 µM | SV40 large T antigen | RSV CPE inhibition | Myeloid diff 2 | Myeloid diff 2 GFP+ MAC1+ % | NTR1 ag
CCCOc1ccc(/C=N/O)cc1 | 30% | 19 | i | -2.3% | 8% | 1.1 | 56 | 3% | 5.7% | i | 1.0 | -0.4
COc1cccc(C(=O)NCCSCc2ccccc2Cl)c1 | 0% | 54 | i | -1.0% | -4% | / | 75 | 8% | 2.8% | i | 2.0 | 2.3
Cc1cc(CNC(=O)CCc2nnc(CCCc3ccccc3)o2)nn1C | 9% | 31 | i | -0.2% | 10% | 1.1 | 35 | 23% | 0.8% | i | 0.3 | -0.7
Cc1nc(NC(=O)c2ccccc2)sc1C1(C)CC(c2ccccc2F)=NO1 (centres undefined) | 3% | 6 | i | 2.2% | 10% | / | 76 | 3% | 2.5% | i | 0.5 | -3.8
CN(C(=O)C(C)(C)C)C1c2c(ccc3ccccc23)OCC1CO (centres undefined) | 4% | 36 | i | 2.2%[50 µM] | / | / | / | 3% | 1.9% | i | 0.4 | /
CS(=O)(=O)N(CC(=O)Nc1ccccc1C(=O)N1CCOCC1)c1ccc2c(c1)OCO2 | 5% | 39 | i | 0.1%[50 µM] | 7% | 1.1 | 35 | -2% | 1.2% | i | 7.5 | -0.3
CC(C)(C)[C@@H]1COC(=O)[C@H](Cc2ccc(F)cc2)C/C=C\C[C@@H](CC(=O)NCCO)C(=O)N1 | / | 13 | i | 1.6% | 5% | / | 62 | / | / | i | 1.0 | -3.6
Cc1ccc(-c2nc(NCc3cccnc3)c3ccccc3n2)cc1 | 30% | 3 | i | 0.1% | 7% | 1.1 | 58 | 2% | 14% | i | 0.9 | 9.3
CC(C)CCNC(=O)C(c1ccncc1)N(Cc1cccs1)C(=O)Cn1nnc(-c2ccc(F)cc2)n1 (centres undefined) | -5% | 12 | i | 3.9% | 6% | 1.1 | 74 | 7% | -1.4% | ? | / | -4.3
O=C(O)COc1ccc(/C=C2\SC(=Nc3ccccc3)N(c3ccccc3)C2=O)cc1 | 2% | 47 | i | 0.8% | 4% | 1 | 101 | 6% | -0.6% | i | 0.4 | -0.6
COc1ccc(N2CCN(CC(=O)NCc3ccc(Cl)cc3)CC2)cc1 | 1% | 47 | i | -0.3% | 22% | / | 56 | 23% | 1.5% | i | 0.8 | 0.3
COc1ccc(NC(=O)C2(N(C(=O)Cn3nnnc3N)c3ccc(OC)cc3)CCCCC2)cc1 | 12% | 27 | i | -0.2% | -9% | / | 58 | 7% | 2.8% | ? | / | -0.8

SMILES | PhoP inhibition | T cell HTS vesicle-bound % | T cell HTS | K1F lysis inhibition | MgcRacGAP inhibition | TNAP activation fold | NTR1 ag cell count 20 µM | SV40 large T antigen | RSV CPE inhibition | Myeloid diff 2 | Myeloid diff 2 GFP+ MAC1+ % | NTR1 ag
O=C(c1ccco1)N1CCN(c2nc3ccccc3n3nnnc23)CC1 | -11% | 54 | i | 0.6% | 3% | 1.1 | 57 | 0% | 11% | i | 0.4 | 1.1
O=C(CNC(=O)c1ccc2c(c1)OCO2)Nc1cccc(Br)c1 | / | 45 | i | 1.1%[50 µM] | 2% | / | 61 | / | 1.0% | i | 1.1 | 4.1
Cc1cc[n+]2c3c(cccc13)CCC2 | -11% | 11 | i | 0.7% | 0% | 1 | 52 | 2% | 0.9% | i | 4.0 | -1.2
CCC(C)c1ccccc1OCC(=O)NN1C(=O)c2ccccc2C1=O (centres undefined) | -3% | 56 | i | 0.0% | -5% | / | 54 | 6% | 0.1% | i | 0.4 | -1.5
O=C(CN1C(=O)NC(c2ccccc2)(c2ccccc2)C1=O)NCc1ccco1 | / | 56 | i | -0.4% | -1% | / | 52 | / | / | i | 0.4 | 2.9
Cc1cc(SCC(=O)c2ccc3c(c2)OCO3)nc2ccccc12 | -6% | 18 | i | 0.9% | 7% | 1.1 | 69 | 7% | / | i | 0.5 | 4.5
O=C(O)c1sc2ncccc2c1OCc1ccccc1 | 6% | 22 | i | 0.3% | 7% | 1.1 | 81 | 5% | 2.1% | i | 0.3 | 1.4
O=C(COc1ccccc1[N+](=O)[O-])N/N=C/c1ccc(O)c([N+](=O)[O-])c1 | -3% | 52 | i | -0.9% | 5% | 1 | 37 | 8% | -1.3% | i | 0.1 | 1.1
Cc1cc(C)cc(-n2ccn(CC(=O)NCCc3ccccc3)c(=O)c2=O)c1 | 2% | 14 | i | 2.3% | 2% | / | 55 | 2% | 0.3% | i | 1.7 | -0.3
O=C(Cn1nc(-c2ccccc2)nc1-c1ccccc1)OC1CCCCC1 | -2% | 45 | i | 1.2% | -1% | 1.1 | 44 | 8% | 14% | i | 6.4 | 4.5
Cc1ccc(S(=O)(=O)N2CCN(C(=O)n3ccnc3)CC2)cc1 | / | 49 | i | -0.2% | 1% | / | 62 | / | -0.6% | i | 0.2 | 1.7
C[C@H](CO)N1C[C@H](C)[C@@H](CN(C)Cc2ccc(Cl)c(Cl)c2)Oc2c(NC(=O)C3CCOCC3)cccc2C1=O | / | 11 | i | -0.1% | 5% | / | 58 | / | / | i | 1.4 | 0.5

SMILES | PhoP inhibition | T cell HTS vesicle-bound % | T cell HTS | K1F lysis inhibition | MgcRacGAP inhibition | TNAP activation fold | NTR1 ag cell count 20 µM | SV40 large T antigen | RSV CPE inhibition | Myeloid diff 2 | Myeloid diff 2 GFP+ MAC1+ % | NTR1 ag
COc1ccc(NC(=O)C2CCN(Cc3cnn(-c4ccccc4)c3-n3cccc3)CC2)cc1OC | 6% | 41 | i | 0.2% | 11% | 1.8 | 40 | 3% | 1.1% | i | 1.4 | 0.7
O=C(NC(=S)Nc1cccc2ncccc12)c1ccco1 | -1% | 38 | i | -0.3% | 0% | 1.1 | 48 | 8% | 2.7% | i | 0.3 | 2.1
CCOCCN1CCN(C2c3ccccc3CSc3ccccc32)CC1 (centres undefined) | / | 22 | i | 1.7% | 22% | / | 57 | 10% | -2.1% | i | 0.1 | -0.1
CCN(CC(=O)Nc1ccccc1C(F)(F)F)C(=O)CSCc1c(C)noc1C | -5% | 39 | i | 1.8%[50 µM] | 3% | / | 59 | 0% | -1.2% | i | 0.7 | -0.4
Cc1nn(-c2ccccc2)nc1CNS(C)(=O)=O | -2% | 27 | i | 0.3% | 12% | / | 53 | 5% | 1.0% | i | 0.4 | -0.3
Cc1ccccc1-c1nc2c3ccccc3nc(=S)n2[nH]1 | 15% | 59 | i | -0.1% | 3% | / | / | 3% | 0.7% | i | 0.6 | /
COc1cc(NC(=O)COC(=O)/C=C/c2c(C)nn(C3CCS(=O)(=O)C3)c2Cl)cc(OC)c1OC (centres undefined) | -1% | 6 | i | 0.5% | 5% | 1 | 51 | 4% | 1.1% | i | 0.8 | 1.2
COc1ccc(C)cc1S(=O)(=O)N1CCC(C(=O)N2CCN(C)CC2)CC1 | 26% | 28 | i | 0.7% | 6% | 1 | 54 | 1% | 1.8% | i | 0.4 | 2.0
c1ccc2[nH]c(N3CCOCC3)nc2c1 | -8% | 46 | i | 0.3% | 4% | 1.1 | 35 | 8% | 0.8% | i | 1.6 | 2.0
Cc1ccccc1C(=O)NC(CC(C)C)C(=O)Nc1ccc(S(N)(=O)=O)cc1 (centres undefined) | -5% | 36 | i | 0.2% | 8% | 1.1 | 36 | 1% | 0.9% | i | 0.4 | 1.1
Cc1nc2ccccc2c(=O)n1-c1ccc(F)c(NS(=O)(=O)c2ccccc2F)c1 | 8% | 38 | i | 1.0%[50 µM] | 3% | / | 69 | 8% | -0.5% | i | 0.7 | 1.2
O=C(CN1C(=O)COc2ccccc21)N(CCCN1CCOCC1)CC1CC=CCC1 (centres undefined) | 3% | 3 | i | i | 10% | 1 | 72 | 3% | -1.4% | i | 5.9 | -0.5

SMILES | PhoP inhibition | T cell HTS vesicle-bound % | T cell HTS | K1F lysis inhibition | MgcRacGAP inhibition | TNAP activation fold | NTR1 ag cell count 20 µM | SV40 large T antigen | RSV CPE inhibition | Myeloid diff 2 | Myeloid diff 2 GFP+ MAC1+ % | NTR1 ag
Cc1ccc(S(=O)(=O)NCCC(=O)NC2CCCCC2)cc1 | / | 10 | i | 0.3% | -15% | / | 67 | / | / | i | 0.8 | -1.2
COc1cccc(NC(=O)COC(=O)Cc2ccccc2[N+](=O)[O-])c1 | -10% | 8 | i | 0.3% | 9% | 1.1 | 59 | -107% | 0.0% | i | 0.2 | -0.1
CC(C)CN(C(=O)CN1C(=O)NC(c2ccccc2)(c2ccccc2)C1=O)C1CCS(=O)(=O)C1 (centres undefined) | / | 43 | i | 0.4%[50 µM] | 5% | / | 72 | / | -0.1% | i | 1.5 | 4.2
COCCn1c(N)c(C(=O)c2cccc(S(=O)(=O)N3CCCCCC3)c2)c(=O)[nH]c1=O | / | 43 | i | -0.1%[50 µM] | 3% | / | 42 | / | 2.0% | i | 0.3 | 2.7
Cc1ccc(C(NC(=O)Nc2ccccn2)C(Cl)(Cl)Cl)cc1F (centres undefined) | 1% | 51 | i | 0.3% | 7% | / | 51 | -4% | 4.4% | i | 0.1 | 11
COc1ccc2c(=O)c(C(=O)O)c(-c3ccc4c(c3)OCO4)n(C)c2c1 | -5% | 50 | i | 0.1% | 12% | 1.1 | 74 | 4% | 1.5% | i | 0.0 | 1.7
C#CCNc1nc(C(C)C)nc2c1nnn2Cc1ccccc1F | 2% | 32 | i | ? | 8% | 1 | 55 | 7% | 1.0% | i | 0.3 | 6.2
Cc1ccc(Cl)cc1NC(=S)N/N=C/c1cccc2ccccc12 | -7% | 14 | i | 0.2% | 10% | / | 50 | 3% | 1.1% | ? | / | 7.5
COc1ccc(C2(C)NC(=O)N(CC(=O)NC3(C#N)CCCCC3)C2=O)cc1 (centres undefined) | 4% | 28 | i | -0.3% | 6% | / | 51 | 6% | 0.9% | i | 0.8 | 0.8
Cc1nn(CC(=O)NNC(=S)Nc2ccccc2)c(C)c1[N+](=O)[O-] | 6% | 21 | i | i | 7% | 2 | 68 | 10% | 1.9% | i | 0.8 | 0.6
O=C(COC(=O)/C=C/c1cccc(F)c1)NC(=O)NC1CCCC1 | / | 27 | i | -4.1% | -4% | / | 60 | / | / | i | 0.7 | 3.7
